PI4K2A block = blocks human PI4K2A kinase activity | Q9BTU6 | purified PI4K2A, ADP-Glo luminescence, 1 h; active compounds read low | activity change, negative = inhibition, % at 76.9 µM | actives 0.13% (n = 420,000) | AID 1346378; in the data active = activity change below about -50%; inconclusive = mostly about -30% to -49%;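 note: -100% = wells without enzyme as full effect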
Target sequence (Q9BTU6 whole entry, looked up): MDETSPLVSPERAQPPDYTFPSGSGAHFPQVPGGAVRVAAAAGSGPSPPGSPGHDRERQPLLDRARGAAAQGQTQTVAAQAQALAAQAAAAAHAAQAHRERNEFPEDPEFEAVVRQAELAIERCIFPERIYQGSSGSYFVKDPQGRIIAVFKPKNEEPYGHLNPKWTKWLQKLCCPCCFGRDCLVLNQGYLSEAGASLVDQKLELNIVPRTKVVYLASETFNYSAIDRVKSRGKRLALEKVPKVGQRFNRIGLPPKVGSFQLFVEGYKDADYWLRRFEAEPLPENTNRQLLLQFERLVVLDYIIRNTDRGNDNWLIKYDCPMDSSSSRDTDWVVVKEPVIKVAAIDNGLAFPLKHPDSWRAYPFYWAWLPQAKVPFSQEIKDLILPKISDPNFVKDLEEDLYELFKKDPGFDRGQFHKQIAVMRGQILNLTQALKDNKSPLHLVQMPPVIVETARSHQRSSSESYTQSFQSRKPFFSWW
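ADP-Glo luminescence measured ADP generated by PI4K2A enzyme (4 ug/mL before mixing) with 1.2 mM PI substrate (pre-mix) and 300 microM ATP (pre-mix). Tris pH7.5 buffer with MgCl2, Triton X-100; 1 h reaction at ambient temperature.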
mIDH1 inhibitor = human IDH1 R132H inhibition; AID 602179; Potency, µM (highest dose often 76.6 µM), without a hit: top-dose activity change, negative = inhibition, hits mostly inhibitors; actives 0.093% (n = 390,000); IDH1-R132H enzyme, NADPH consumption, diaphorase/resazurin fluorescence; O75874; note: potency is the fitted concentration of half-maximal effect; % is set by controls: 0 for no effect and ±100 for the full control effect; nearly all actives have a fitted effect of over 65% in size
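IDH1-R132H (0.5 ug/mL dispensed) in pH 7.5 Tris buffer was preincubated 30 min with compound, then given a substrate mix of 0.016 mM NADPH and 2 mM alpha-KG for 80 min at room temperature; remaining NADPH was read by diaphorase/resazurin fluorescence.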
TRHR agonist = TRH receptor (human) agonism. actives 0.18% (n = 360,000). activation, % at 2 µM. AID 493084. TRHR cells, calcium flux fluo-8, FDSS agonist mode; in the data active = activation above about 30%; note: 0% is about no effect
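Fluo-8-loaded TRHR cells; 10 s baseline, compound added, kinetic Ca2+ fluorescence read 1/s, agonist mode.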
rTrxR1 inhibitor = rat TrxR1 inhibition; actives 1% (n = 390,000); O89049; Potency, µM (top dose mostly 114 µM), for the others: at the top dose activity change, negative = inhibition, actives largely listed as inhibitors; AID 588453; recombinant rTrxR1, NADPH fluorescence consumption, selenite substrate; note: potency is the fitted concentration of half-maximal effect; % is set by controls: 0 for no effect and ±100 for the full control effect; nearly all actives have a fitted effect of over 65% in size
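Rat TrxR1 (90 nM in the dispensed reagent) was pre-reduced with 400 uM NADPH for 5 min at room temperature, then incubated with compound for 15 min. After 400 uM selenite was added, NADPH fluorescence (Ex 340/Em 450 nm) was followed for 8 min.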
TRHR PAM = allosterically enhances the human TRH receptor. P34981. TRHR cells, fluo-8 calcium fluorescence, EC20 TRH enhancement. enhancement, % at 2 µM. actives 0.66% (n = 360,000). AID 493056; in the data active = enhancement above about 30%; note: 0% is about no effect
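TRHR-expressing cells loaded with fluo-8 calcium dye were read kinetically (ex 480/em 530) during compound addition, then stimulated with an EC20 of TRH (10 nM final). Enhancement of the Gq-mediated intracellular calcium response was scored.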
USP1-UAF1 inh = USP1/UAF1 (human) deubiquitinase inhibition; O94782; recombinant USP1/UAF1, Ub-Rhodamine cleavage fluorescence; Potency, µM (series often up to 57.1 µM), without a hit: at the top dose activity change, negative = inhibition, most hits filed as inhibitors; actives 0.23% (n = 390,000); note: potency is the fitted concentration of half-maximal effect; % is set by controls: 0 for no effect and ±100 for the full control effect; nearly all actives have a fitted effect of over 60% in size; inactives centre near -12
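USP1/UAF1 complex at 1 nM was preincubated with compound for 15 min at room temperature, then Ub-Rho substrate (150nM final) was added. Fluorescence (480/540 nm) was read kinetically, 6 reads every 60 seconds.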
TrxR1 substrate = substrates of rat thioredoxin reductase 1; actives 0.01% (n = 390,000); purified TrxR1 substrate turnover, NADPH consumption readout; Potency, µM (highest dose often 114 µM), for inactives: top-dose activity change, negative = substrate turnover; O89049; note: potency is the fitted concentration of half-maximal effect; % is set by controls: 0 for no effect and ±100 for the full control effect; nearly all actives have a fitted effect of over 50% in size
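Rat TrxR1, dispensed at 90 nM, was prereduced with 400 uM NADPH (final) for 5 min at ~22 deg C, then incubated with compound 15 min before 400 uM selenite. A first-read NADPH fluorescence drop versus no-compound background flagged substrates.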
D2 ag = activates the human D2 dopamine receptor; HEK293 T-REx D2 cells, calcium flux agonist mode; P14416; actives 0.53% (n = 340,000); activation, % at 2 µM;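 active = activation over 3 SD above normal in the single-dose calcium agonist read, cut at about 30% in these data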; note: 0% is about no effect
Target sequence (P14416 whole entry, looked up): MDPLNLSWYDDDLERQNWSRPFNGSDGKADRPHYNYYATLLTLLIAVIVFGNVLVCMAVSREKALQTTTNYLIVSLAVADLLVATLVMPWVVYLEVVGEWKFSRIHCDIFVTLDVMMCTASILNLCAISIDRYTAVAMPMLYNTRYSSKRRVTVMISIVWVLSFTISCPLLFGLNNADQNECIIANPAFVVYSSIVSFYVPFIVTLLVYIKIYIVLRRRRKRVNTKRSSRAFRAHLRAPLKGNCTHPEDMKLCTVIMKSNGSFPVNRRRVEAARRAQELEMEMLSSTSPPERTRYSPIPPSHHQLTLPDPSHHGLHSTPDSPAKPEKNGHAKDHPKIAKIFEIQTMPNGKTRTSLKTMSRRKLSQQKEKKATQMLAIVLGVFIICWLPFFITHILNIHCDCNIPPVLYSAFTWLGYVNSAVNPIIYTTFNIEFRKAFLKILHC
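Calcium-flux readout, 1 cycle/sec over 180 s following compound pin transfer, in inducible HEK293 Trex D2 cells (force-coupled); dopamine controls included. Positive calcium responses during this window marked compounds as potential agonists.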
D2 antagonist = antagonizes the human D2 dopamine receptor; actives 2% (n = 340,000); HEK293 TREx D2 cells, calcium flux, dopamine EC80; inhibition, % at 10 µM; P14416; in the data active = inhibition above about 30%; note: 0% is about no effect
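Read-out: kinetic calcium fluorescence (1 cycle/s) in inducible HEK293 T-REx D2 cells after an EC80 dopamine addition that followed 180 s compound preincubation. Loss of the dopamine response indicates antagonism.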
* = called active by the depositor; u = inconclusive; x = no result given; & = joins results of further samples; [ ] = remark or other dose. Unless noted, calls come from the whole dose curve; as a rule, active = well fitted inhibition curve with a large enough effect; inconclusive = small, poorly fitted or top-dose-only effect; inactive = no such curve, though single readings can be large or run the other way. Outcome played no part in choosing rows (roughly 3.9% active in at least one column).

Compound	PI4K2A block	mIDH1 inhibitor	TRHR agonist	rTrxR1 inhibitor	TRHR PAM	USP1-UAF1 inh	TrxR1 substrate	D2 ag	D2 antagonist
CN1C(=O)CCC2(c3ccccc3)CC=C(O)C=C12 (stereo unspecified)	3	-7%	x	-1%[2.29 µM]	x	-7%	5%[57.1 µM]	x	x
Cc1oc(-c2cccc(Cl)c2)nc1CN1CCC(C(=O)NCc2ccc(F)cc2)CC1	2	0%	0.0	30%	3	-23%	5%	0.5	x
Cc1ccnc(NC(=O)CCC2CCCCC2)c1	-5	7%	-0.2	15%	-6	-18%	8%	-0.6	10
O=C1CC(C(=O)Nc2ccccc2)C2(CCCC2)O1 (stereo unspecified)	3	-1%	0.0	0%	-3	-8%	-3%	-0.3	-1
O=[N+]([O-])c1ccc(N2CCNCC2)cc1NCc1cccnc1	33	3%	0.2	u	0	-16%	-6%	0.1	-10
O=C(NCc1ccc2c(c1)OCO2)c1ccc(Br)cc1	-2	-2%	-0.2	14%	-9	-7%	-5%	0.2	-14
CC(=O)c1ccc(NC(=O)Cn2ncc3c(C)n(Cc4ccc(F)cc4)c(C)c3c2=O)cc1	-1	-4%	0.1	5%	4	-10%	1%	0.1	x
CC(=O)c1ccc(NC(=O)Nc2ccc3c(c2)nc(C)n3C)cc1	1	4%	0.0	12%[57.1 µM]	6	-14%	3%[57.1 µM]	x	x
COc1ccc(C2=NOC(c3nnc(-c4ccccc4)o3)C2)cc1 (stereo unspecified)	1	0%	x	15%[57.1 µM]	x	-22%	13%[57.1 µM]	x	x
O=C(Nc1ccccc1Cl)NC1(C(=O)N2CCC(O)CC2)CCCCC1	7	-3%	-2.4	18%	1	-18%	1%	-0.8	-7
CCOC(=O)c1sc(=NC(=O)c2cccc(OC)c2)n(C)c1C	-5	1%	0.5	0%	5	-6%	10%	1.0	-7
c1ccn2cc(CSC3=NCCS3)nc2c1	8	2%	0.0	-31%	-6	-15%	-12%	1.1	-16
COC(=O)c1c(NC(=O)c2c(C)noc2C)sc2c1CCCCCC2	x	x	0.1	x	-4	x	x	0.7	-14
C=CCn1c(=N)n(CC(O)COc2ccccc2OC)c2ccccc21 (stereo unspecified)	1	1%	0.4	11%[57.1 µM]	4	4%	-1%[57.1 µM]	-1.0	6
NS(=O)(=O)c1ccc(NC2=CC(=O)C(=O)c3ccccc32)cc1	u	12%	-0.7	u	1	8.9µM*	u	0.6	4
c1csc(-c2ccn[nH]2)c1	0	-3%	0.9	13%	-3	-17%	5%	x	x
Cc1nn(-c2ncccn2)c2c1C(=O)CC(C)(C)C2Br (stereo unspecified)	-7	-10%	x	-16%	x	-18%	-2%	x	x
O=C(CN1C(=O)NC2(CCCCCC2)C1=O)N1CCCCC1	-3	-4%	1.5	32%	-5	0%	6%	0.1	9
CN(C(=O)c1ccc(NC(=O)Cc2ccc(NC(=O)C3CCCN(C(=O)C4CCCCC4)C3)cc2)cc1)C1CC1 (stereo unspecified)	0	-3%	0.1	29%	25	-11%	1%	0.3	23
O=Cc1ccc(OC2OCCOC2Oc2ccc(C=O)cc2)cc1 (stereo unspecified)	-11	4%	-0.2	26%[57.1 µM]	-1	-15%	5%	-1.6	-1
CCOC(=O)N1CCC(N(C(=O)Nc2ccc(CC)cc2)C(C)CC)CC1 (stereo unspecified)	2	4%	0.0	2%	-2	-11%	8%	11	6
COc1ccc(-c2noc(CCCC(=O)Nc3ccc(C(N)=O)cc3)n2)cc1OC	-1	4%	1.1	-11%[57.1 µM]	8	-14%	-3%[57.1 µM]	-0.2	-20
CC(C)COC(=O)NCCCOC(=O)Nc1ccccc1	6	1%	-0.8	8%[11.4 µM]	10	4%	-4%[11.4 µM]	-0.7	-4
CCOc1ccc2nc(NC(=O)CSc3cn[nH]n3)sc2c1	8	-2%	0.6	6%[57.1 µM]	-1	-7%	8%[57.1 µM]	1.6	-8
CC1CCN(c2ccc(-c3nc(C(C)C)no3)cc2[N+](=O)[O-])CC1	-3	1%	0.7	-8%	2	-13%	-11%	-1.3	x

Among those listed so far, 2 have two or more sulfur atoms:
Compound	PI4K2A block	mIDH1 inhibitor	TRHR agonist	rTrxR1 inhibitor	TRHR PAM	USP1-UAF1 inh	TrxR1 substrate	D2 ag	D2 antagonist
c1ccn2cc(CSC3=NCCS3)nc2c1	8	2%	0.0	-31%	-6	-15%	-12%	1.1	-16
CCOc1ccc2nc(NC(=O)CSc3cn[nH]n3)sc2c1	8	-2%	0.6	6%[57.1 µM]	-1	-7%	8%[57.1 µM]	1.6	-8

Further structures follow.
Compound	PI4K2A block	mIDH1 inhibitor	TRHR agonist	rTrxR1 inhibitor	TRHR PAM	USP1-UAF1 inh	TrxR1 substrate	D2 ag	D2 antagonist
O=c1c2ccccc2n2c(-c3ccc(F)cc3)nnc2n1Cc1ccccc1	6	-2%	-0.1	-5%	-2	-15%	0%	0.6	8
CC(Nn1cnnc1)c1cc(Cl)ccc1O (stereo unspecified)	-2	19%	0.4	22%[11.4 µM]	3	-3%	14%[57.1 µM]	0.1	-6
O=C(O)Cc1ccc(C(=O)c2ccc(Cl)cc2Cl)s1	6	0%	0.9	27%	-4	-11%	-1%	15	-11
CCOc1ccc(-n2c(SC)nc3c(c2=O)SCC3)cc1	1	-2%	-0.3	5%	-1	1%	-6%	x	x
COc1ccc(N=C2CCS(=O)(=O)c3sccc32)cc1	-27	11%	0.7	u	-2	-22%	18%[57.1 µM]	0.2	-7
O=S(=O)(c1ccccc1)N1CCC(O)(CSc2ccc(Cl)cc2)CC1	1	0%	1.4	10%	4	-24%	-2%	0.0	18
O=c1[nH][nH]c(-c2ccccc2)c1C=Nc1ccc(C(F)(F)F)cc1	-8	10%	0.3	6%	4	-21%	-6%	0.4	-9
COc1cccc(N=Cc2c(O)n(-c3cccc(C)n3)c(=O)c3ccccc23)c1	4	4%	-0.3	22%	10	-16%	2%	-0.1	-15
O=C(Cc1ccccn1)c1ccncc1	4	2%	x	-8%	x	-9%	0%	x	x
O=[N+]([O-])c1cc(Cl)ccc1NCCNc1ncc(C(F)(F)F)cc1Cl	1	-1%	0.2	4%	-5	-6%	-3%	-0.3	36*
CC(C)C(C(=O)Nc1ccc2c(c1)OCCO2)N1C(=O)c2ccccc2C1=O (stereo unspecified)	0	0%	0.0	11%[57.1 µM]	-3	-8%	9%[57.1 µM]	0.6	-5
COc1ccc(-c2cc(C(=O)NCCN3CCOCC3)c3cc(C(C)C)ccc3n2)cc1	3	-10%	2.5	17%[57.1 µM]	47*	-25%	33%[activator][57.1 µM]	0.5	-3
CC(=O)OCCC(C)C	2	0%	x	1%	x	18%	-6%	x	x
N#CCCn1cc(C(=O)O)c(-c2cc3ccccc3o2)n1	5	-5%	0.2	0%	0	-14%	8%	0.9	3
CCCCn1c(=O)c(CCC(=O)OCC(=O)NC(=O)NCCOC)nc2ccccc21	1	-3%	-0.2	7%	-1	-10%	14%	0.4	-12
Cc1ccc(-c2cccc(C3CC=CC4C3C(=O)N(Cc3ccccc3)C4c3cc(C)ccc3F)c2)cc1 (stereo unspecified)	-3	0%	-0.6	3%&-5%	12	10%	4%&-4%	-0.1	-19
Cc1ccc(S(=O)(=O)N2CCCc3cc(NS(=O)(=O)c4ccc(C)c(C)c4)ccc32)cc1	-1	8%	-0.7	18%[57.1 µM]	12	-17%	2%[57.1 µM]	-0.7	x
CCOC(=O)c1c(C)[nH]c(C)c1C(=O)COC(=O)c1nc2nccc(C)n2n1	0	-6%	0.6	-4%[57.1 µM]	-4	-19%	-11%	0.2	21
CCCN(CCC)S(=O)(=O)c1ccc2c(c1)N(CC(=O)NCc1ccc(F)cc1Cl)C(=O)CS2	-1	7%	0.5	12%[57.1 µM]	-4	-21%	0%[57.1 µM]	0.4	x
CN(C)S(=O)(=O)N(CC(=O)N1CCOCC1)c1ccccc1	-21	-2%	0.7	23%[57.1 µM]	-4	-5%	3%[57.1 µM]	-2.4	-23
CN1CCN(C(=S)C(=O)NCc2ccccc2)CC1	-1	-6%	0.5	4%[57.1 µM]	-1	3%	5%[57.1 µM]	-0.2	2
O=C(COc1ccccc1Cl)NCCCN1CCOCC1	-3	-2%	-0.1	-11%	-4	-14%	8%[57.1 µM]	x	x
Cc1ccc(NC(=O)CSc2nc(C)c(C)c(C)n2)cc1S(=O)(=O)N1CCOCC1	2	7%	x	8%[57.1 µM]	x	-14%	-5%[57.1 µM]	x	x
O=C(c1ccc2nc(Cc3ccccc3F)oc2c1)N1CCCC1	-2	-8%	-0.9	20%	21	-28%	6%	0.5	2
O=C(O)c1nc(NCc2ccccc2)ncc1Cl	5	20%	-0.1	1%	-10	-13%	7%	1.5	-11
CCOC(=O)N1CCN(c2cc3nccnc3cc2F)CC1	2	4%	-0.2	16%	16	-10%	10%	-0.7	-2
Cc1cc(C(=O)NNS(=O)(=O)c2ccccc2C(F)(F)F)nn1C(C)(C)C	8	-8%	-0.1	16%	-5	-5%	-1%	0.0	7
